# GAA850 FXN act: FXN promoter activators, primary screen, cell-based, luciferase luminescence, HEK293 lucGAA850; HEK293 lucGAA850 FXN promoter luciferase reporter, 24 h; percent of 10 µM SAHA response; activation, % at 6 µM; hit rate 0.56% among 360,000; AID 540364, 2011;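 active = activation above the average of all compounds screened plus 3 SD, cutoff fixed separately per campaign, cut at about 7.5% in these data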;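 also: 0% = DMSO wells and 100% = 10 µM SAHA wells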
# ADAM10 inh: human ADAM10 inhibitors, primary screen, biochemical, QFRET, HTS; recombinant ADAM10, EDANS/DABCYL FRET peptide cleavage, 3 h; inhibition, % at 7 µM; hit rate 0.62% among 370,000; AID 720582, 2013;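 active = inhibition above a per-campaign cutoff equal to the mean of compounds falling between control-based bounds plus 3 SD, cut at about 20% in these data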;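 also: 0% = DMSO wells while the 100% control is not disclosed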
# Target sequence (O14672 214-748 limits assumed): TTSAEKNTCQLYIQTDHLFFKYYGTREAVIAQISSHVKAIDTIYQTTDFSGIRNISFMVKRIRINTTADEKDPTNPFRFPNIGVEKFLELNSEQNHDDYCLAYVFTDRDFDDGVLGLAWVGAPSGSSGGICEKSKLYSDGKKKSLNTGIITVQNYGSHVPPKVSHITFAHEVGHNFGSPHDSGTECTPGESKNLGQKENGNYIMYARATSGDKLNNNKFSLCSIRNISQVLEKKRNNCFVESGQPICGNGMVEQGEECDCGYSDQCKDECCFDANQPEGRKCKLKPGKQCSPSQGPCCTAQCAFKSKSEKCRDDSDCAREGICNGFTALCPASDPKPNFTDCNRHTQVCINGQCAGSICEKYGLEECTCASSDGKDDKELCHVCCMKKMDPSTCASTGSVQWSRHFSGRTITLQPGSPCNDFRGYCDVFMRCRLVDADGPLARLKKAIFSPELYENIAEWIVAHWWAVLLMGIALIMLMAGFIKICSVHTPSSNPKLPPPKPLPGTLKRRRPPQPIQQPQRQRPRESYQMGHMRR
# hcDAF-12 act: H. contortus DAF-12 nuclear receptor activators, primary screen, cell-based, luminescence, HEK293, lit1-tk-luc reporter; HEK293 hcDAF-12 lit1-tk-luc reporter; 0% DMSO, 100% Δ7-dafachronic acid; activation, % at 6.8 µM; hit rate 1.4% among 370,000; AID 652067, 2013;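 active = activation above the mean of all tested compounds plus 3 SD, cut at about 5.5% in these data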;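 also: 100% = response to 3 µM Δ7-dafachronic acid high control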
# GC-A act: GC-A stimulated cGMP production enhancers – HEK293 GC-A cells, cGMP TR-FRET, EC30 ANP, primary screen; hit rate 0.14% among 370,000; AID 1671463, 2021; Atrial natriuretic peptide receptor 1 (Homo sapiens), P16066; 0% at EC30 ANP, 100% saturating ANP; activation, % at 10 µM; in the data active = activation above about 40%
# hgDAF12 agonist: H. glycines DAF-12 receptor agonists, primary screen, cell-based, luminescence, HEK293, GAL4 fusion, UAS-luciferase. HEK293 GAL4-hgDAF12 UAS-luciferase reporter, agonist luminescence; normalized to butyrate control. activation, % at 6.8 µM. hit rate 1.8% among 370,000. AID 687014, 2013;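 active = activation above a cutoff set at the mean of all screened compounds plus 3 SD, cut at about 10% in these data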;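 also: 0% = DMSO wells and 100% = sodium butyrate wells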
# SMARCA2 activ: SMARCA2 (BRM) function activators, primary screen, cell-based, luminescence, high throughput. MG213 cells, MMTV-luciferase reporter, dexamethasone, overnight. activation, % at 9.1 µM. hit rate 1% among 370,000. AID 652017, 2013; in the data active = activation above about 7.8%;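 also: 0% = vehicle wells and 100% = reference activator wells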
# DAX1 inh-1: DAX1 (NR0B1) inhibitors, primary screen, cell-based, HEK293, Gal4-DAX1, luciferase luminescence. inhibition, % at 6.75 µM. AID 504766, 2011. HEK293 Gal4-DAX1 luciferase reporter. hit rate 0.99% among 340,000. Nuclear receptor subfamily 0 group B member 1 (Homo sapiens), P51843;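 active = inhibition above the mean over all tested compounds plus 3 SD, cut at about 4.2% in these data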;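 also: 0% = DAX1-transfected cells with DMSO and 100% = empty-vector control cells with DMSO; inhibition shows as a rise in luminescence from relieved DAX1 repression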
# ssDAF12 agonist: S. stercoralis DAF-12 nuclear receptor activators, primary screen, cell-based, luminescence, HEK293, GRIP1 co-expression, lit1-tk-luc | Nuclear hormone receptor DAF-12 (Strongyloides stercoralis) | HEK293 ssDAF-12/GRIP1 lit1-tk-luc reporter; % of 3 µM dafachronic acid response | activation, % at 6.8 µM | hit rate 1% among 370,000 | AID 652126, 2013;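 active = activation above the mean over all tested compounds plus 3 SD, cut at about 0.9% in these data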;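 also: 0% = DMSO-only wells and 100% = 3 µM delta7-dafachronic acid wells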
# DAX1 inh-2: DAX1 (NR0B1) inhibitors on StAR promoter, primary screen, cell-based, luminescence, SF-1 (NR5A1), full-length DAX-1; hit rate 1.1% among 370,000; inhibition, % at 6.8 µM; AID 652010, 2013; HEK293T StAR-luciferase reporter, SF-1/DAX-1 repression relief;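 active = inhibition above the mean over all tested compounds plus 3 SD, cut at about 3.6% in these data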;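 also: 0% = DAX-1 cells with DMSO and 100% = cells lacking DAX-1 with DMSO; higher inhibition means more luminescence from relief of DAX-1 repression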
# NPR2 activator: human GC-B receptor activators, primary screen, HEK293 GC-B cells, cGMP TR-FRET, EC30 CNP | Atrial natriuretic peptide receptor 2 (Homo sapiens), P20594 | 0% at EC30 CNP, 100% saturating CNP | activation, % at 10 µM | hit rate 0.11% among 370,000;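 active = activation at 10 µM reaching about 35% in either raw or pattern-adjusted values, limit read from the data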
# HGIII-sPLA2 inh: human group III sPLA2 inhibitors, primary screen, biochemical, QFRET, BODIPY PC-A2 liposome substrate | Group 3 secretory phospholipase A2 (Homo sapiens), Q9NZ20 | QFRET BODIPY PC-A2 liposome hydrolysis, fluorescence | inhibition, % at 12.2 µM | hit rate 0.56% among 370,000 | AID 743126, 2013;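 active = inhibition above mean plus 3 SD of compounds lying within the high and low control bounds, cut at about 19% in these data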;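 also: 0% = median of test compound wells and 100% = no enzyme DMSO wells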
# Target sequence (Q9NZ20 whole entry, looked up): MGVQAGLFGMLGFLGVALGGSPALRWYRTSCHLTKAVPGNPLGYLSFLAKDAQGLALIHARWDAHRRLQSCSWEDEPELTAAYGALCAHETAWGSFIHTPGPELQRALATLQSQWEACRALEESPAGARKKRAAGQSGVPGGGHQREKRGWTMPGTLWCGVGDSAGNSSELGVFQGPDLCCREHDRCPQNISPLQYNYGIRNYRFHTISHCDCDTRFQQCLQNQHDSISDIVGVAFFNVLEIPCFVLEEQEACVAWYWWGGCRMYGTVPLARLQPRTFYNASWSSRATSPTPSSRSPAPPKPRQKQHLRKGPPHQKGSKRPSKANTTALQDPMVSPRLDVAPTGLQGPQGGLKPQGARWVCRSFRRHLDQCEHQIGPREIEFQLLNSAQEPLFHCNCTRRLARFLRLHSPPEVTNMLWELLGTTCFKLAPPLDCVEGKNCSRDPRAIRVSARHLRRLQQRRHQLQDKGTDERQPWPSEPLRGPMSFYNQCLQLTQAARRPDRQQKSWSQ
# Starred values were filed as active, the others as inactive; . = no result given. An unsorted share of the library. About 6.6% of those tested had a hit in this group.
SMILES,GAA850 FXN act,ADAM10 inh,hcDAF-12 act,GC-A act,hgDAF12 agonist,SMARCA2 activ,DAX1 inh-1,ssDAF12 agonist,DAX1 inh-2,NPR2 activator,HGIII-sPLA2 inh
CCC(=O)Nc1cc(C(=O)OC(C(=O)c2ccc(C)c(C)c2)c2ccccc2)ccc1C (centres undefined),2.6,16.9,-2.3,1.2,-1.0,-3.8,-1.1,-1.3,-0.6,7.1,-36.4
Cc1ccccc1N1C(=O)C2ON(c3ccccc3)C(c3ccco3)C2C1=O (centres undefined),0.6,5.3,-0.3,-1.8,1.3,-4.4,0.0,-0.3,0.7,-1.6,5.7
Cc1cc(NCCO)c2ccccc2n1,-1.3,3.6,-1.0,9.1,0.7,-0.5,-0.3,-0.8,-0.2,3.7,3.0
O=C(CSc1nnc(Cn2nnc3ccccc32)o1)Nc1cccc(Cl)c1,1.2,-4.1,-1.6,2.3,1.2,-2.0,0.1,-1.5,0.6,-3.0,-10.4
COc1ccc(OC)c(NC(=O)CSc2ccc3ccccc3c2)c1,-0.7,8.9,-0.5,-6.5,-1.5,-1.6,1.7,-1.3,-0.6,-1.5,-6.8
C[C@H]([C@H](O)c1ccccc1)N(C)C(=O)CN,0.5,2.4,-0.7,1.9,1.8,-0.8,0.5,-0.6,1.1,5.5,10.7
COc1ccccc1CC(=O)Nc1ccc(S(=O)(=O)N2CC(C)CC(C)C2)cc1 (centres undefined),-0.7,5.6,0.0,-4.0,-0.9,-2.3,-0.6,-1.4,-0.1,-1.9,-11.7
Cc1nn2c(-c3ccco3)nnc2c2ccccc12,3.4,-4.4,5.9*,4.1,2.1,3.0,1.1,0.4,1.1,0.5,3.8
CCCn1c(SCC(=O)Nc2cc(S(=O)(=O)N3CCOCC3)ccc2Cl)n[nH]c1=O,-1.4,-7.8,0.3,1.8,-1.7,-0.8,0.1,-0.6,-0.4,-2.7,-6.2
CC1CCC2(CC1)N=C(N)Nc1nc3ccccc3n12 (centres undefined),3.2,2.6,-1.6,-4.6,-2.0,-3.2,-0.6,-0.9,0.0,1.8,2.5
S=C(NCCc1ccccc1)Nc1ccccc1N1CCOCC1,2.4,-0.4,-0.4,-0.4,-0.8,-1.4,0.7,-0.6,-0.1,0.0,7.1
Cc1cc(N)nc(SCC(=O)N2C(C)CCCC2C)n1 (centres undefined),0.8,2.8,-1.3,3.2,1.6,-0.1,0.4,-1.2,0.2,-7.0,6.8
COc1ccc(CNCc2cccc(Oc3ccccc3)c2)cc1,0.3,-2.8,-1.2,-2.4,0.2,2.1,-0.3,-2.1,-0.4,-5.6,-5.0
CCOC(=O)c1ccc(COC(=O)c2cc3ccccc3oc2=O)o1,1.1,-62.2,-0.1,-3.1,3.5,3.9,1.7,-0.9,1.7,0.0,8.1
CCc1ccc(C(=O)NNC(=O)OC)cc1,1.4,-0.2,1.1,2.4,3.0,-3.0,0.1,-1.3,0.1,1.6,2.9
O=c1c2ccccc2nc2c3ccccc3c(NCCN3CCOCC3)nn12,.,-228.3,2.5,13.7,2.6,33.2*,.,-0.9,-0.9,3.7,4.9
Cc1ccccc1Nc1nnc(SCC(=O)NCC2CCCO2)s1 (centres undefined),-0.4,1.3,0.7,2.9,0.2,-2.1,-0.9,-0.7,0.4,5.7,0.3
O=C(Nc1ccccc1)C1=C[C@@H](c2ccccc2)C[C@@H](OCc2ccc(CO)cc2)O1,3.4,6.4,3.1,-3.1,5.9,3.7,1.1,-0.4,0.6,-0.3,-11.7
Cc1ccc(C(=O)ONC(=O)c2ccc(Cl)cc2)cc1[N+](=O)[O-],-1.8,8.8,-1.9,-0.3,-0.9,-2.5,2.4,-0.9,0.7,8.4,9.4
COc1ccc(CNC(=O)c2ccc(Cn3cc(Br)cn3)o2)cc1,1.6,-6.1,0.4,2.3,-1.0,-1.5,-0.4,-0.8,-0.6,5.3,5.0
Cn1c(CSc2nc3ccccc3s2)n[nH]c1=S,-5.8,0.1,-2.3,0.2,-4.7,-3.1,-0.6,-1.2,-1.2,-9.6,9.0
Cc1cccc(Nc2n[nH]c(=S)s2)c1C,2.2,7.0,1.7,4.1,0.3,-1.9,-0.3,-1.4,0.0,-2.9,15.8
CCn1c2ccccc2c2c3ncc4cccn4c3ccc21,0.2,-22.8,2.3,-8.3,0.4,1.4,1.4,-0.6,-1.1,-16.5,-10.8
Cc1cc(NC(=O)c2ccco2)ccc1-n1cnnn1,1.8,-0.5,1.4,.,1.6,0.5,1.2,-0.1,-0.1,.,2.5
Cc1ccc(C(=O)OCC(=O)NCc2cccs2)s1,2.6,-2.1,-0.4,-0.2,-1.7,-1.0,-0.7,-0.8,-0.8,1.6,2.8
CCOC(=O)C1CCCN(CC(O)COCc2ccccc2OC)C1 (centres undefined),-0.2,-1.6,-1.5,0.8,-1.9,-0.8,-0.1,-1.0,-0.5,5.3,2.3
Cc1nc(N2CCCCC2)sc1C=O,.,3.2,-0.6,1.4,1.1,-2.8,.,-0.8,0.3,1.1,0.8
COc1ccc(N2CCN(CC(=O)N3CCC(C)CC3)CC2)cc1,-1.8,-2.1,-1.4,-1.9,-3.2,-1.4,0.2,-1.9,-0.5,0.7,8.7
Nc1[nH]c(C(=O)c2ccccc2)c(-c2cccnc2)c1C(=O)NCCc1ccc(Cl)cc1Cl,.,-10.7,0.4,-13.0,0.6,0.4,.,-1.2,1.9,-4.7,7.1
COc1cccc(C(=O)COc2ccc(NC(=O)c3cccs3)cc2)c1,3.0,-6.1,-0.6,2.6,-2.2,-1.6,-0.1,-1.1,-0.4,-0.8,-15.2
COc1ccccc1-c1c(C)nn2c(N)c(-c3ccccc3)cnc12,-0.3,-21.4,-0.2,2.2,0.3,-3.8,-0.7,-1.0,0.5,-0.8,16.3
CC(=O)Nc1ccc(S(=O)(=O)Nc2ccc3c(c2)n(C)c(=O)n3C)c(C)c1,1.8,6.0,-1.5,-5.3,-0.7,-2.5,-0.6,-0.9,1.2,2.9,1.8
CCOC(=O)c1sc(=S)n(CC)c1NC(=O)c1ccccc1C,1.6,1.9,-0.6,-1.4,-1.2,2.1,.,-1.9,0.0,-0.1,4.0
O=C(Cc1nc(-c2ccc(Br)s2)cs1)NCCN1CCOCC1,-1.1,-0.1,-0.3,2.5,0.1,0.4,0.3,-1.4,-0.3,10.3,-11.9
Cc1cc(C(=O)OCc2nnc(-c3ccccc3)o2)c(C)n1-c1ccccc1,-0.1,1.0,-0.6,1.7,0.7,-2.9,-0.6,-1.9,-1.3,-10.6,-13.1
O=C(COC(=O)Cc1ccc(Cl)cc1)NCc1ccc(Cl)cc1,1.3,-9.4,-0.3,-2.7,3.8,-4.8,0.3,-1.3,2.0,2.1,-3.3
CCN1C(=O)/C(=C/c2nc3ccccc3c(=O)n2-c2ccc(C)cc2)c2ccccc21,1.1,-2.9,-2.2,-15.6,5.4,-2.1,-0.3,-0.9,-0.6,-9.0,11.5
COc1ccccc1NS(=O)(=O)c1ccc2c(c1)N(C(C)=O)CC(C)S2 (centres undefined),0.8,7.0,-3.5,-0.6,-1.6,-1.5,-0.3,-1.1,-0.9,-4.4,-4.5
Cc1ccc(NC(=O)Cn2nc(C)c(S(=O)(=O)N(C)C)c2C)cc1C,0.4,6.5,0.6,-1.9,-0.4,-1.1,1.9,-1.0,-0.1,4.0,-2.5
O=S(=O)(NC1=NCCCCC1)c1ccc2sc(NS(=O)(=O)c3ccc4ccccc4c3)nc2c1,2.6,6.6,0.2,-2.1,2.5,3.1,0.6,-0.8,-0.5,1.1,-39.0
O=C(NN=C1CCCC1)NC1CCCCC1,-1.6,-0.4,-2.0,2.9,0.2,-1.5,-0.6,-1.4,0.1,-5.3,1.4
CCOC(=O)C(N)CSC1CC(=O)N(c2ccc(OCC)cc2)C1=O (centres undefined),1.2,3.7,1.9,-1.1,0.1,2.1,2.6,-0.8,-0.2,0.8,-4.5
CCCCn1c(N)c(N(CC(C)C)C(=O)CSc2nn(-c3ccc(F)cc3)c(=S)s2)c(=O)[nH]c1=O,-1.7,-11.0,-1.6,-2.5,-2.4,-1.5,0.0,-0.8,-0.5,-11.0,15.7
CCOc1ccccc1C(=O)N/N=C/c1c[nH]c2ccccc12,8.2*,-17.9,3.2,-3.2,3.7,-3.3,-0.4,-0.3,-1.0,-5.5,-1.2
Cc1noc(C)c1C(=O)OCC(=O)Nc1cccc(S(N)(=O)=O)c1,2.0,-0.3,-1.8,0.7,2.8,-0.2,1.1,-1.4,-0.6,0.0,-3.3
COc1ccccc1N(CCOc1ccccc1)S(=O)(=O)c1ccccc1,-0.3,4.7,-1.4,-6.4,-1.1,-0.2,1.2,-1.4,-1.5,1.2,-11.9
O=C1CCc2cc(S(=O)(=O)NCc3ccccc3Cl)ccc2N1,1.8,-1.3,-0.8,-0.5,0.1,-1.7,-0.2,-1.2,-1.4,1.0,6.9
CCCC(O)(CCN1CCCCC1)c1ccc(OCC)cc1 (centres undefined),0.0,0.2,-1.1,-4.8,-1.5,-0.4,-0.6,-0.2,-0.4,-2.5,-2.4
Cc1ccnc(NC(=O)CNC(=O)c2ccc(Br)o2)c1,3.8,-3.4,2.0,3.2,8.6,-1.1,-0.1,-0.7,2.6,-9.2,-2.2
CCCCC(=O)NC(c1ccco1)c1c(O)ccc2ccccc12 (centres undefined),0.7,-34.9,-1.6,-6.0,0.7,0.1,-2.5,-0.4,-0.3,-5.8,-12.4
O=C(COCc1ccccc1)NC1CCCCN(Cc2ccc(Cl)cc2)C1=O (centres undefined),.,-3.6,-3.5,0.6,-1.7,-1.9,.,-0.7,-1.3,-7.4,-7.0
CS(=O)(=O)N1CCN(c2ccc(NC(=O)c3cccnc3Cl)cc2)CC1,1.4,-5.2,0.6,1.0,1.1,-0.8,-0.1,-1.6,0.2,2.5,-1.8
COc1ccccc1C(=O)N/C(=C/c1ccc(Br)cc1)C(=O)N1CCCC1,6.2,-9.1,-3.6,-0.6,-2.5,-2.7,-0.6,-1.2,-1.3,2.1,1.7
COc1ccc(C(=O)NCCOc2ccccc2Cl)c(OC)c1OC,4.2,6.8,1.6,4.6,7.4,3.1,1.4,-0.5,1.6,6.8,-0.6
